# Bioassay records from PubChem BioAssay.
# Ins promoter up – MIN6 insulin promoter up-regulation. AID 1625. 190,000 tested, 0.3% active. z-score at 5 µM. MIN6 insulin promoter-GFP reporter, high-content imaging; active compounds read high;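 active = z-score above 3 at 5 µM with at least 500 cells counted in the well; inconclusive = wells under 500 cells, flagged as cytotoxic or low count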
# ER stress rescue – protection against thapsigargin-triggered cell killing – 384-well, CSM14.1, ATP luminescence, primary screen (AID 1222). CSM14.1 thapsigargin-induced death rescue, ATP luminescence; higher % means a stronger effect. cellular ATP content (survival), % at 20 µM; hits with a dose series show EC50 in µM. 190,000 tested, under 10 active;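 active = EC50 below 50 µM in the dose-response confirmation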;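 note: death triggered by thapsigargin at about 15 µM added after 2 h compound pretreatment; cell ATP read after overnight thapsigargin exposure of roughly 18 to 22 hours; normalized against plate controls of thapsigargin alone and 5% DMSO vehicle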
# human PMI inhibitors – human PMI inhibitors, high substrate, primary screen, biochemical, fluorescence intensity, high mannose 6-phosphate (AID 1220); inhibition, % at 20 µM; hits with a dose series show IC50 in µM; 190,000 tested, 0.66% active; recombinant PMI enzyme, coupled fluorescence intensity; higher % means a stronger effect
# PMI inhibitors – MPI enzyme activity inhibition – biochemical, fluorescence intensity, coupled assay, primary screen (AID 1209); 190,000 tested, 0.42% active; purified PMI enzyme, coupled fluorescence intensity; higher % means a stronger effect; inhibition, % at 20 µM, or IC50 in µM where a hit was titrated;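 note: plate controls were DMSO vehicle for no effect and wells lacking substrate for full effect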
# PhoP inhibition – inhibitors of PhoP regulon expression, primary screen, Salmonella Typhimurium, GFP reporter (AID 1863). S. Typhimurium PhoP-regulated promoter GFP reporter, 4 h; higher % means a stronger effect. inhibition, % at 50 µM; hits with a dose series show IC50 in µM. 300,000 tested, 0.16% active;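 active = inhibition over 29.93%, a cutoff 3 SD above the screen mean, later confirmed by dose response; inconclusive = inhibition over 29.93% but no dose response follow-up; inactive = inhibition at most 29.93% or unconfirmed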;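 note: 0% = low Mg2+ inducing control and 100% = high Mg2+ repressing control; strong numbers were not always called active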
# TNAP activation fold – stimulation of alkaline phosphatase TNAP activity – biochemical, luminescent, no phosphate acceptor, uHTS, primary screen (AID 1001). 200,000 tested, 0.03% active. purified TNAP, luminescent activation assay, no phosphate acceptor; higher activation fold means a stronger effect. activation fold at 20 µM; hits with a dose series show EC50 in µM; in the data active = activation fold from about 3, or a potency from the dose series; inactive = the rest, 99 in 100 with activation fold below about 1.6; note: many of its hits are not listed in these tables
# RSV antiviral HEp-2 – RSV antiviral activity via CPE protection, HEp-2 cells, primary 10 µM value included (AID 2391). HEp-2 cells, RSV-induced CPE inhibition; higher % means a stronger effect. one-dose CPE inhibition, % at 10 µM; IC50 in µM for titrated hits. 310,000 tested, 0.13% active; in the data active = a potency from the dose series; inconclusive = CPE inhibition mostly from about 23% at the one dose, without a potency; inactive = the rest, 99 in 100 with CPE inhibition below about 21%; note: strong numbers were not always called active
# West Nile antiviral – inhibition of WNV-induced cytopathic effect – cell-based, CPE readout (AID 1621) | West Nile virus-infected cells, CPE inhibition; higher % means a stronger effect | CPE inhibition, % at 10 µM; hits with a dose series show IC50 in µM | 290,000 tested, 0.02% active; in the data active = a potency from the dose series; inconclusive = CPE inhibition mostly from about 3.7% at the one dose, without a potency; inactive = the rest, 99 in 100 with CPE inhibition below about 2.2%; note: strong numbers were not always called active
# SV40 large T antigen – TAg ATPase/helicase activity blockers – biochemical (AID 1903) | 310,000 tested, 0.39% active | SV40 large T antigen ATPase/helicase inhibition assay; higher % means a stronger effect | inhibition, % at 20 µM, or IC50 in µM where a hit was titrated; in the data active = a potency from the dose series; inconclusive = inhibition mostly from about 32% at the one dose, without a potency; inactive = the rest, 99 in 100 with inhibition below about 32%; note: strong numbers were not always called active
# Ins promoter up cell count – further read-out of Ins promoter up, marked with its call; cell count; measured here: cytotoxicity, nuclei count;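 total cells summed across four imaged fields per well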
# * marks the source's active call; other numbers are inactive results; ? = inconclusive; . = no result given. Cut-off read from the data, not from the text of the source, unless noted: active = inhibition above about 50%; inactive = the rest.
SMILES,Ins promoter up,Ins promoter up cell count,ER stress rescue,human PMI inhibitors,PMI inhibitors,PhoP inhibition,TNAP activation fold,RSV antiviral HEp-2,West Nile antiviral,SV40 large T antigen
CC(C)c1ccc(NC(=O)CCNS(=O)(=O)c2cccc3nsnc23)cc1,-1.3,918,-1.7%,-3%,-7%,17%,1,-1.6%,-0.5%,5%
CCN1CCN(c2cc(C)c3cc(NC(=O)c4ccc(OC)c(OC)c4)ccc3n2)CC1,-0.68,795,-1.8%,15%,-5%,2%,1.1,14%,0.6%,7%
O=C(/C=C/c1cccc([N+](=O)[O-])c1)N1CCN(c2ccccc2F)CC1,0.2,1318,10%,5%,3%,1%,1.1,0.1%,-1.1%,-1%
C/C(=N/NS(=O)(=O)c1ccc(C)cc1)c1ccc(NC(=O)C(F)(F)F)cc1,-0.38,2280,3.5%,4%,14%,-1%,1,-0.2%,-0.5%,8%
CN(C)S(=O)(=O)c1cccc(NC(=O)COC(=O)c2cn(-c3ccccc3)nc2-c2ccccc2)c1,-0.91,1228,-0.7%,8%,-3%,8%,1.3,19%,-1.7%,-4%
CCc1ccc(-c2nn(-c3ccccc3)cc2C2SCC(=O)N2Cc2ccco2)cc1 (stereo not given),-0.14,557,1.2%,19%,28%,0%,1.1,22%,.,14%
COc1ccc(Nc2cc(C)nc3ccccc23)cc1,-0.46,1670,-3.2%,17%,16%,-9%,1,3.9%,-1.5%,8%
COc1ccc(CN2CCN(Cc3ccon3)CC2CCO)c(C)c1C (stereo not given),0.57,1019,.,.,.,-9%,.,-1.2%,-0.8%,25%
COCCNC(=O)CCCN1C(=O)c2ccccc2Sc2ncccc21,.,.,.,.,.,-10%,.,0.0%,0.3%,0%
CCOc1cc(CN2CCN(c3ccc(C(C)=O)cc3)CC2)ccc1OC,.,.,1.0%,-3%,7%,-3%,1.1,0.2%,-0.8%,4%
Cc1cccc(NC(=O)CCNS(=O)(=O)c2cccc3nsnc23)c1C,.,.,.,.,.,8%,.,1.5%,-0.6%,0%
C=CCn1c(SCC(=O)Nc2nnc(CC)s2)nnc1-c1ccco1,0.13,1288,3.2%,6%,9%,3%,1,1.8%,0.5%,1%
CC1CCCC(C)N1/N=C/c1ccccc1OC(F)F (stereo not given),0.46,1251,-1.2%,-2%,-11%,4%,1.1,0.3%,-0.2%,13%
C=CCN1C(=O)/C(=C/c2ccc(OC(C)=O)c(OCC)c2[N+](=O)[O-])SC1=S,0.78,1252,-4.6%,45%,41%,18%,0.8,.,?,34%
FC(F)(F)c1ccccc1C1=CC(c2ccccc2)n2ncnc2N1 (stereo not given),.,.,.,.,.,-3%,.,-0.5%,-1.0%,6%
O=C(CNC(=O)c1ccc(Br)o1)NCc1ccc(Cl)cc1,.,.,.,.,.,-4%,.,0.3%,-0.5%,11%
COC(=O)CSc1nc(N2CCOCC2)c2c(c1C#N)CCCC2,0.13,1008,.,.,.,0%,.,2.0%,-0.1%,2%
COc1ccc(Nc2nc3ccccc3n3cnnc23)cc1Cl,.,.,.,.,.,8%,.,8.5%,-0.6%,1%
Cc1ccccc1Nc1nnc(SCC(=O)N(C)C2CCS(=O)(=O)C2)s1 (stereo not given),0.8,1318,-1.3%,-17%,-18%,5%,1,0.9%,-0.4%,5%
CCOC(=O)c1ccccc1NC(=O)Cc1sc(-c2cccnc2)nc1-c1ccc(C)cc1,-0.18,1317,5.2%,1%,0%,-10%,1.1,10%,-1.1%,3%
CCNc1nc(NCC)nc(N(C)n2cnnc2)n1,-0.06,1569,-0.8%,-3%,1%,8%,1.2,-0.4%,0.1%,13%
COCCN(C(=O)Nc1ccc(OC)cc1)c1nc2ccccc2s1,.,.,.,.,.,-3%,.,0.7%,-0.9%,4%
COc1ccc(/C=C/c2ccc3ccccc3[n+]2C)cc1OC,.,.,.,.,.,-9%,.,-0.6%,0.8%,6%
CCCN(CCC)C(=O)c1cc2c(=O)n3cccc(C)c3nc2s1,.,.,.,.,.,1%,.,4.3%,-0.7%,12%
Cc1ccc(Oc2ccc(C(F)(F)F)cc2[N+](=O)[O-])c([N+](=O)[O-])n1,-0.24,1018,.,.,.,8%,.,0.5%,-0.3%,5%

# Retrieved one by one from the list above:
SMILES,Ins promoter up,Ins promoter up cell count,ER stress rescue,human PMI inhibitors,PMI inhibitors,PhoP inhibition,TNAP activation fold,RSV antiviral HEp-2,West Nile antiviral,SV40 large T antigen
COc1ccc(Nc2cc(C)nc3ccccc23)cc1,-0.46,1670,-3.2%,17%,16%,-9%,1,3.9%,-1.5%,8%
C=CCn1c(SCC(=O)Nc2nnc(CC)s2)nnc1-c1ccco1,0.13,1288,3.2%,6%,9%,3%,1,1.8%,0.5%,1%

# The results go on:
SMILES,Ins promoter up,Ins promoter up cell count,ER stress rescue,human PMI inhibitors,PMI inhibitors,PhoP inhibition,TNAP activation fold,RSV antiviral HEp-2,West Nile antiviral,SV40 large T antigen
Cn1cccc1/C=N/NC(=O)c1ccc(OC(F)(F)C(F)F)cc1,0.06,1238,-1.5%,8%,-4%,1%,1,0.7%,0.2%,29%
COC(=O)c1cc(OC)c(OC)cc1NC(=O)c1ccc(OC)cc1,-1,1484,-1.3%,-5%,-1%,1%,1.1,-2.7%,-0.1%,-9%
O=c1c(C=NCCCn2ccnc2)c(-c2ccccc2)[nH]n1-c1nc2ccccc2s1,0.56,1316,.,16%,18%,-13%,1,0.5%,-0.1%,21%
CC(=O)NC1=NN(C(C)=O)C(C)(c2ccc(C)cc2)S1 (stereo not given),0.59,1229,8.3%,0%,10%,-5%,1.2,1.6%,-0.8%,12%
CC(=O)NC(Cc1ccccc1)C(=O)NC1CCN(C(=O)c2cnccn2)CC1 (stereo not given),.,.,-1.9%,4%,9%,11%,1.1,0.7%,-0.4%,-3%
Cc1nn(C)c(C)c1/C=N/NC(=O)C(C)(C)Oc1ccc(Cl)cc1,-0.81,929,0.0%,8%,11%,5%,1.1,2.5%,0.0%,9%
Clc1ccc(-c2nc(-c3ccccn3)no2)cc1Cl,0.7,1260,-4.3%,-4%,-4%,-5%,1,-0.4%,-0.8%,0%
Cc1cc(C)c(S(=O)(=O)NCC(=O)O)cc1C,0.68,907,-2.5%,-9%,-2%,-13%,1,1.4%,-0.1%,19%
Cc1csc(NC(=O)CCC(=O)N(CC(=O)NC2CCCC2)c2ccccc2)n1,.,.,.,.,.,-1%,.,1.5%,-0.9%,26%
CCOC(=O)CSc1n[nH]c(NC(=O)c2ccc(F)cc2)n1,0.25,1466,-1.5%,11%,12%,0%,1.1,0.4%,0.0%,9%
Cc1ccc(NC(=S)N(CCCN(C)C)Cc2cc3cc4c(cc3[nH]c2=O)OCO4)cc1,-0.38,1433,-1.5%,9%,10%,-2%,1.1,-2.4%,0.9%,24%
COc1ccc(/C=C(\NC(=O)c2ccccc2)C(=O)NCc2ccco2)cc1OC,.,.,.,.,.,1%,.,1.0%,-0.2%,6%
Cc1ccc(S(=O)(=O)N2CCCN(C)CC2)cc1,.,.,.,.,.,-4%,.,-0.2%,0.1%,21%
N#Cc1ccc(NCC(=O)Nc2ccc3c(c2)OCCO3)cc1,.,.,-0.4%,9%,11%,-8%,1.2,-1.3%,-0.1%,9%
CN(C)CCCNC(=S)NCc1ccc(Cl)cc1,-0.2,1499,-3.9%,-9%,5%,1%,1,0.8%,-0.1%,9%
Cc1cc(C)nc(N(C#N)Cc2ccccc2)n1,-0.74,1100,-0.3%,-12%,-3%,-4%,1.1,0.6%,0.1%,-1%
Cc1cccc(N2C(=O)N3[C@H](c4ccc(F)cc4)[C@@H]4C(=O)N(C5CCCCC5)C(=O)[C@@H]4[C@]3(Cc3ccccc3)C2=O)c1,.,.,.,.,.,11%,.,4.7%,-0.8%,23%
Cc1cc(Oc2ccc(C#N)cc2)nc(N2CCOCC2)n1,0.62,1541,-1.5%,-3%,-8%,-4%,1.1,3.4%,-0.2%,8%
Cc1ccc(NCc2nnc(SCc3ccc(C#N)cc3)n2Cc2ccco2)c(C)c1,-1,970,2.4%,0%,9%,-11%,1.1,5.8%,-1.6%,12%
COc1ccc(C2/C(=C(/O)c3ccc(C)cc3)C(=O)C(=O)N2c2ccccn2)cc1 (stereo not given),.,.,.,.,.,2%,.,-0.9%,0.1%,3%
CCC(=O)Nc1ccc2c(c1)Cc1cc(NC(=O)CC)ccc1-2,.,.,.,.,.,-7%,.,2.1%,1.4%,5%
CCCCCCC1CC(=O)NC(=S)N1 (stereo not given),0.46,1109,-1.0%,7%,5%,5%,1.1,-1.4%,0.6%,1%
COC(=O)C1(C)NC(c2cccc(C)c2)C2C(=O)N(c3ccc(F)cc3)C(=O)C21 (stereo not given),.,.,.,.,.,3%,.,1.8%,0.1%,12%
COCCNC(=O)C(c1ccc(C)o1)N(C(=O)c1snc(C(N)=O)c1N)c1ccc(C)cc1 (stereo not given),0.06,1862,-1.4%,6%,10%,-10%,1.1,-0.7%,-1.0%,18%
CC(=O)c1sc(NC(=O)C2(F)C(F)(F)C(F)(F)C(F)(F)C(F)(F)C2(F)F)nc1C,-1.6,1246,0.1%,-26%,-20%,-5%,1,13%,?,14%
SMILES,Ins promoter up,Ins promoter up cell count,ER stress rescue,human PMI inhibitors,PMI inhibitors,PhoP inhibition,TNAP activation fold,RSV antiviral HEp-2,West Nile antiviral,SV40 large T antigen
CSCCC(NC(=O)c1occc1C)C(=O)O (stereo not given),-0.18,1264,.,-9%,-2%,-9%,1.2,-0.3%,0.1%,4%
COc1cccc(C2C3=C(N=C4SCC(=O)N42)c2ccccc2CC3)c1OC (stereo not given),-1,1336,-0.9%,17%,21%,-9%,1.1,4.6%,-0.2%,0%
CC(=O)NC1(c2nnnn2CCOC(=O)Nc2ccc(Cl)cc2)CCCCC1,0.7,1282,-1.5%,2%,-8%,-19%,1.1,1.3%,0.0%,-1%
CCC(=O)N1N=C(c2ccc(C)cc2)CC1c1ccco1 (stereo not given),0.07,1224,.,.,.,-1%,.,6.3%,-1.1%,5%
COc1ccc(OC)c(NC(=O)CC2SC(=NCc3ccccc3)NC2=O)c1 (stereo not given),0.64,1138,-2.7%,4%,-4%,-11%,1,2.2%,-0.9%,11%
COc1ccc(N2C(=O)C3CCCN3C2c2ccccc2OC)cc1 (stereo not given),2,947,0.1%,6%,1%,14%,1.2,-0.3%,-0.2%,7%
CC(=O)Nc1ccccc1C(=O)C(=O)Nc1ccc(C)c(C)c1,0.43,1264,-2.3%,2%,4%,15%,1,0.7%,-0.3%,5%
Cc1cc(NCCCn2ccnc2)n2c(nc3ccccc32)c1C#N,-1.6,1190,-0.4%,11%,14%,6%,1.1,1.7%,-0.1%,3%
Cc1ccc(S(=O)(=O)N(C)c2ccc(OCC(=O)Nc3nc4c(ccc5ccccc54)s3)cc2)cc1,-0.05,1316,0.8%,14%,5%,11%,1.1,8.7%,-1.9%,0%
CC(C)CNC(=O)C1C2C=CC(C2)C1C(=O)O (stereo not given),-0.54,1200,.,3%,-2%,-9%,1,-0.6%,1.5%,26%
CCCn1c(N)c(Br)c(=O)[nH]c1=O,-0.3,1598,0.9%,3%,7%,-3%,0.9,0.4%,0.5%,6%
